Screening data deposited in PubChem by National Center for Advancing Translational Sciences (NCATS).
IMPase Li cell: cell-permeable IMPase inhibitors with lithium potentiation; CHO-M1 cells, IP1 TR-FRET (IP-One), carbachol + lithium; Potency, µM (doses to about 59.4 µM), for the others: at the highest dose activity, negative = IMPase inhibition, most hits filed as inhibitors; 210,000 tested, 0.35% active; AID 1457;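 also: IP1 builds up when IMPase is blocked and the TR-FRET signal falls; potency is read from the fitted curve at half-maximal effect; plate controls were basal vehicle for no effect and high inhibitor control for full effect; nearly all actives have a fitted effect of over 50% in size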
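CHO-M1, 2000 cells/well, 16–30 h culture; cpd + low Li+, 30 min 37C; lysis with d2-IP1/Eu-anti-IP1 Ab, 10 min RT; TR-FRET 665/620 ratio and 620 channel; AC50 via Hill.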
L3MBTL1 block: L3MBTL1 (human) inhibition; AlphaScreen L3MBTL1–H3K9me1 peptide binding; Potency, µM (top dose mostly 57.1 µM), for the others: at the top dose activity, negative = inhibition, most hits filed as inhibitors; 230,000 tested, 0.66% active; also: potency is read from the fitted curve at half-maximal effect; % is scaled to controls: 0 for no effect and ±100 for the full control effect; nearly all actives have a fitted effect of over 60% in size
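AlphaScreen assay: L3MBTL1 (50 nM final) was preincubated 30 min at room temperature with biotinylated H3(1-15)K9me1 peptide (75 nM final), then 30 min with library compounds; streptavidin donor and nickel chelate acceptor beads (10 ug/mL final) added, 30 min dark.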
Epigenetic derep: regulators of epigenetic silencing causing reporter derepression in mouse cells; murine LDR cells, GFP reporter derepression, 30 h; Potency, µM (titrated, usually from 53.9 µM), for the others: at the highest dose GFP activation, actives largely listed as activators; 280,000 tested, 0.2% active; also: potency is read from the fitted curve at half-maximal effect; % of control where 0% means no effect; nearly all actives have a fitted effect of over 60% in size
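Readout is the number of GFP-expressing murine LDR cells, counted by cytometry following washing. Cells were treated with compound for 30 h at 37 C; the stably integrated CMV-GFP locus is normally silent.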
Luc counter: counter-screen: inhibitors of Kinase-Glo firefly luciferase | Potency, µM (doses to about 38.3 µM), for the others: at the top dose activity change, negative = inhibition, most hits filed as inhibitors | AID 1379 | Q27757 | Kinase-Glo luciferase, ATP luminescence, 8 min | 200,000 tested, 0.28% active; also: potency is read from the fitted curve at half-maximal effect; % is scaled to controls: 0 for no effect and ±100 for the full control effect; nearly all actives have a fitted effect of over 60% in size
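Compound is pinned into ATP-containing buffer (10 uM ATP, imidazole pH 7.2, 7 mM MgCl2). Kinase-Glo luciferase reagent is then added. Light output is recorded following an 8-min room-temperature incubation.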
HttQ103 aggreg: inhibitors of mutant huntingtin aggregate formation in PC12 cells | PC12 HttQ103-GFP aggregates, Acumen cytometry, 40 h | Potency, µM (top dose mostly 46.1 µM), for inactives: at the highest dose activity change, negative = inhibition, actives largely listed as inhibitors | 220,000 tested, 1.1% active | AID 1688; also: potency is read from the fitted curve at half-maximal effect; % is scaled to controls: 0 for no effect and ±100 for the full control effect; nearly all actives have a fitted effect of over 60% in size
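Read-out: GFP aggregate count by laser scanning cytometer (488 nm excitation, 500-530 nm emission, 1–25 µm objects >6 SD above background). Cells: PC12, inducible HTTex1-Q103-GFP, 100 nM tebufenozide; compounds titrated.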
NPSR antag: neuropeptide S receptor (human) antagonism, cAMP; Q6W5P4; CHO-NPSR cells, cAMP TR-FRET, antagonist mode; Potency, µM (titrated, usually from 38.3 µM), inactives show at the highest dose activity change, negative = inhibition, usual class: inhibitors; 220,000 tested, 1% active; AID 1461; also: potency is read from the fitted curve at half-maximal effect; % is scaled to controls: 0 for no effect and ±100 for the full control effect; nearly all actives have a fitted effect of over 50% in size; many of its hits are not listed in these tables
Target sequence (Q6W5P4 whole entry, looked up): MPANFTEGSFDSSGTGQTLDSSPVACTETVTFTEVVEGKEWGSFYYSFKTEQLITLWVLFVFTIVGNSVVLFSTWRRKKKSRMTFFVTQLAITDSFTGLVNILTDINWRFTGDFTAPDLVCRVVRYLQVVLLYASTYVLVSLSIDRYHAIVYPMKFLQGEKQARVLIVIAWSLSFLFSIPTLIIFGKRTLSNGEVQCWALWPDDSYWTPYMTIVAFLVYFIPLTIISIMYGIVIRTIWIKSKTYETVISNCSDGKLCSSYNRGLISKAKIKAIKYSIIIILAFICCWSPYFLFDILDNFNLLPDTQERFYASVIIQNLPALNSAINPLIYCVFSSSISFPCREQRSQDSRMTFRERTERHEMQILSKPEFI
CBFb-RUNX1 inh: blocks binding between human CBF-beta and RUNX1 | Q01196+Q13951 | Potency, µM (highest dose often 59.8 µM), for inactives: top-dose activity, negative = inhibition, actives largely listed as inhibitors | 230,000 tested, under 10 active | AlphaScreen CBFb-His/RUNX1-biotin binding, biochemical; also: % of control where 0% means no effect
Target sequence (Q01196 whole entry, looked up): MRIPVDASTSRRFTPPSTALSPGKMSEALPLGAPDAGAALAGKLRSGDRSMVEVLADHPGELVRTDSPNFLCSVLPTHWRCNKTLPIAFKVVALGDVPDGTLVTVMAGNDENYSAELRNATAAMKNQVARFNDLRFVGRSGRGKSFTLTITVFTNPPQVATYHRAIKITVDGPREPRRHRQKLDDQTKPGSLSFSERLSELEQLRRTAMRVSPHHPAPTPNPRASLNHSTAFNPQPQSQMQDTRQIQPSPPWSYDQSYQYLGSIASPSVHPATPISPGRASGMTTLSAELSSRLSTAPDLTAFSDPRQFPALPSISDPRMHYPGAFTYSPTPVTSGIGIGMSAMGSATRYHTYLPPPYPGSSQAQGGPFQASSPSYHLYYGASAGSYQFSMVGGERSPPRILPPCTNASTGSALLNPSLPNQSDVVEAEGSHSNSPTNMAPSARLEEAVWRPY
Target sequence (Q13951 whole entry, looked up): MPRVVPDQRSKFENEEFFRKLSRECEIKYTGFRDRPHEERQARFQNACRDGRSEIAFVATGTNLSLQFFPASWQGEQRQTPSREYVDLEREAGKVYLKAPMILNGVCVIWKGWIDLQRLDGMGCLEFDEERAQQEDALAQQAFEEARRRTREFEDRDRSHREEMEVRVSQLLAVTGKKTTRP
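AlphaScreen binding: CBFb-His and RUNX1-biotin (30 nM each) preincubated 20 min, compound added for 15 min, then nickel and streptavidin beads for 90 min, all at room temperature. Disruption of the interaction by any mechanism counts as activity.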
An asterisk follows results filed as active; ? = inconclusive; / = not tested or not shown; [ ] = remark or other dose. Calls follow the shape of the dose curve; as a rule, active = well fitted curve in the direction sought with a large enough effect; inconclusive = small, poorly fitted or top-dose-only effect, or another doubt; inactive = no such curve, though single readings can be large; an effect the other way counts as inactive or inconclusive.

No. | structure | IMPase Li cell | L3MBTL1 block | Epigenetic derep | Luc counter | HttQ103 aggreg | NPSR antag | CBFb-RUNX1 inh
1 | Cc1ccc(C(=O)COC(=O)c2cccc(NC(=O)c3ccc([N+](=O)[O-])cc3[N+](=O)[O-])c2)cc1 | 4%[38.3 µM] | 31%[activator] | -3.2% | -8% | ? | -7%[46.1 µM] | -1%
2 | Cc1cccc(C(C)(C)C)c1OCCN1CCCC1 | 13% | -13% | -2.2% | 0% | 6% | 11% | -2%
3 | CC(Sc1nnc2ccccn12)C(=O)Nc1ccc(Cl)cn1 (stereo unspecified) | 10%[38.3 µM] | / | -1.0% | 19% | -11% | -5%[46.1 µM] | 3%
4 | CN(C)CCN(Cc1cc2cc3c(cc2[nH]c1=O)OCCO3)C(=S)NCC1CCCO1 (stereo unspecified) | 2% | -8% | -1.1% | -4% | / | -1% | 4%
5 | COc1ccc(C(=O)C2CCCN(Cc3cccn3-c3nccs3)C2)cc1F (stereo unspecified) | 21% | -10% | -1.1% | -1% | 19%[9.22 µM] | 14% | 0%
6 | O=C(O)COc1ccc(/C=N/NC(=O)c2ccc(-c3csc(Nc4ccc(Cl)cc4)n3)cc2)cc1 | / | / | 0.0% | / | 10%[9.22 µM] | -3% | 14%
7 | COc1ccc(Cl)cc1NC(=O)COC(=O)/C=C/c1c(C)nn(C2CCS(=O)(=O)C2)c1Cl (stereo unspecified) | / | -5% | 0.0% | / | 1% | -29%[46.1 µM] | -1%
8 | CC(C)(C)N1NC2(CCCCC2)NC1=S | 1% | 0% | -2.2% | 1% | 16% | 7% | 3%
9 | O=C(CN1C(=O)CCSc2ccccc21)Nc1ccc2c(c1)OCO2 | 2%[38.3 µM] | -1% | -5.0% | 12% | -14% | -15%[46.1 µM] | 2%
10 | CCOC(=O)c1c(C)n(-c2ccc(C)cc2)c2c(CC(C)=O)c(Br)c(OC)c(O)c12 | 35%[38.3 µM] | / | -1.7% | 15% | -3% | 10µM* | 2%
11 | COc1ccc(NC(=S)Nc2ccc(OC(F)F)cc2)cn1 | 4% | -9% | -0.1% | -2% | -1% | -5% | 3%
12 | CCOC(=O)CNC(=O)c1ccc(Cl)s1 | -4% | -30% | 10% | 0% | 12%[9.22 µM] | 9% | -1%
13 | C=CCNC(=O)C1CCN(c2cnccn2)CC1 | -1% | / | -3.5% | -2% | -10% | 13% | -18%
14 | Cc1c(NC(=O)C2(C)CCCCC2)c(=O)n(-c2ccccc2)n1C | -23%[38.3 µM] | -5% | 1.1% | -5% | -1% | -3%[46.1 µM] | -7%
15 | CCOC(=O)c1sc(NC(=O)COC(=O)CNC(=O)c2ccco2)c(C(=O)OCC)c1C | 18% | -1% | 0.0% | 2% | -27% | -9% | 3%
16 | O=C(Cc1cccs1)N1CCN(c2ccc([N+](=O)[O-])cc2)CC1 | 7% | / | -6.1% | 0% | -7% | -17% | -11%

One compound at a time, as listed above:
CCOC(=O)c1c(C)n(-c2ccc(C)cc2)c2c(CC(C)=O)c(Br)c(OC)c(O)c12 is entered as IMPase Li cell = 35%[38.3 µM]; L3MBTL1 block = /; Epigenetic derep = -1.7%; Luc counter = 15%; HttQ103 aggreg = -3%; NPSR antag = 10µM*; CBFb-RUNX1 inh = 2%
C=CCNC(=O)C1CCN(c2cnccn2)CC1 is entered as IMPase Li cell = -1%; L3MBTL1 block = /; Epigenetic derep = -3.5%; Luc counter = -2%; HttQ103 aggreg = -10%; NPSR antag = 13%; CBFb-RUNX1 inh = -18%

Three entries out of the list, sorted by number of heavy atoms, ascending.
No. | structure | IMPase Li cell | L3MBTL1 block | Epigenetic derep | Luc counter | HttQ103 aggreg | NPSR antag | CBFb-RUNX1 inh
11 | COc1ccc(NC(=S)Nc2ccc(OC(F)F)cc2)cn1 | 4% | -9% | -0.1% | -2% | -1% | -5% | 3%
16 | O=C(Cc1cccs1)N1CCN(c2ccc([N+](=O)[O-])cc2)CC1 | 7% | / | -6.1% | 0% | -7% | -17% | -11%
10 | CCOC(=O)c1c(C)n(-c2ccc(C)cc2)c2c(CC(C)=O)c(Br)c(OC)c(O)c12 | 35%[38.3 µM] | / | -1.7% | 15% | -3% | 10µM* | 2%

(continued)
No. | structure | IMPase Li cell | L3MBTL1 block | Epigenetic derep | Luc counter | HttQ103 aggreg | NPSR antag | CBFb-RUNX1 inh
17 | CC(=O)c1cccc(S(=O)(=O)N2CCC(n3nnc4cc(F)ccc43)CC2)c1 | 15% | 4% | 0.0% | 0% | -13% | -21%[46.1 µM] | 10%
18 | CCn1c(CCNC(=O)c2ccc(OC)cc2)nnc1SCc1ccc(Cl)cc1Cl | 2% | -1% | 0.0% | -3% | 23% | -18% | 4%
19 | Cc1nn(-c2ccccc2)c(C)c1/C=N/NC(=O)c1cc(-c2cccs2)[nH]n1 | 11% | -17% | 0.0% | 3% | -13% | 5% | -22%
20 | O=C(Cn1nnc(-c2ccccc2)n1)OCc1ccccc1 | -7%[38.3 µM] | 15% | 1.3% | -6% | -1% | -11%[46.1 µM] | 23%
21 | COc1cccc(S(=O)(=O)Nc2cccnc2)c1 | -1% | 9% | 0.9% | 5% | -11% | 3%[46.1 µM] | 9%
22 | Cn1cc([N+](=O)[O-])c(C(=O)Nc2ccc(-c3nc4ccccc4[nH]3)cc2)n1 | -2% | 5% | 0.0% | -2% | ? | 5% | -14%
23 | CCOc1ccc(C(=O)NN2C(=O)C3C4C=CC(O4)C3C2=O)cc1 (stereo unspecified) | 15%[38.3 µM] | 3% | -1.2% | 1% | 10% | -5%[46.1 µM] | 2%
24 | COc1ccc(N2CCc3c(C)nc4c(OC)cc(OC)cc4c32)cc1 | 23% | -3% | 1.1% | 0% | -10% | -21% | -6%
25 | Cc1ccccc1C(=O)Nc1ccccc1Sc1ccccc1 | 50%[activator] | 40%[activator] | -1.0% | 0% | -24% | -20%[46.1 µM] | ?
26 | COc1cc(CNC2CCC(C)C2)cc(OC)c1 (stereo unspecified) | 26%[38.3 µM] | 37%[activator][11.4 µM] | 0.0% | 3% | 7% | 8%[46.1 µM] | 4%
27 | O=C(NCCCn1ccnc1)c1ccc(N2CCCCCC2)c([N+](=O)[O-])c1 | 20% | ? | -3.4% | -3% | ? | -12% | -24%
28 | Cc1cccc(NC(=O)CCOc2ccccc2)c1 | 0%[38.3 µM] | / | -1.1% | 13% | 2% | -10%[46.1 µM] | -5%
29 | Cc1ccc(-c2nc(P(=O)(c3ccccc3)c3ccccc3)c(N3CCOCC3)o2)cc1 | 13% | -16% | -1.9% | -1% | 10% | -52% | 0%
30 | CNC(=O)C1=C(C)NC(=S)NC1c1cc2c(cc1OC)CCCC2 (stereo unspecified) | -7% | -2% | 9.9% | 2% | -23% | 9% | -1%
31 | CC(NS(=O)(=O)/C=C/c1ccccc1)C(=O)O (stereo unspecified) | -4% | / | -0.8% | 1% | ? | 16% | 13%
32 | O=C(O)CSc1sc(=S)sc1SCC(=O)O | -5%[38.3 µM] | 0% | -1.1% | -2% | -3% | -21%[46.1 µM] | 7%
33 | Oc1ccc(C=Nc2ccccc2-c2nc3ccccc3[nH]2)c(O)c1 | -4% | 2% | 2.3% | -1% | -6% | ? | 5%
34 | Cc1ccccc1NC(=O)c1ccc(NS(=O)(=O)c2cc(C(C)(C)C)cc(C)c2C)cc1 | 9% | 8% | 0.0% | 0% | 4% | -30%[46.1 µM] | -4%
35 | CCOC(=O)N1CCN(C2CC(=O)N(c3ccccc3)C2=O)CC1 (stereo unspecified) | -20%[38.3 µM] | -2% | -0.2% | -2% | 21% | -3%[46.1 µM] | 0%
36 | Cn1c(=S)[nH]c2ccccc21 | ? | / | 3.3% | 2% | 1%[9.22 µM] | ? | -5%
37 | CCN(CC)CCOC(=O)C12CC3CC(CC(C3)C1)C2 | / | -6% | -3.9% | / | 8% | -9%[46.1 µM] | 6%
38 | CC1CCN(C(=O)C2CCCN(S(C)(=O)=O)C2)CC1 (stereo unspecified) | 2%[38.3 µM] | 13% | 0.0% | 5% | -11% | -10%[46.1 µM] | -5%
39 | COCCCNC(=S)NC1CCCCC1 | -2% | 2% | 0.0% | 1% | 3% | 16% | 1%
40 | CC(C)(C)c1ccc(CCC2OCC(CN3CCOCC3)O2)cc1 (stereo unspecified) | / | 3% | 0.1% | / | 6%[9.22 µM] | -10% | -1%
41 | Cc1csc(SCC(=O)NC(=O)C2CCCCC2)n1 | -2% | 0% | -1.4% | -3% | 14% | -2% | -10%
42 | COc1cccc(NC(=S)NC(C)c2ccc(OC)c(OC)c2)c1 (stereo unspecified) | 8% | -3%[11.4 µM] | -0.3% | 0% | -14% | -8% | -3%
43 | O=C(NNc1nc2cc3c(cc2s1)OCCO3)c1ccc(F)cc1 | 2% | -4% | -0.4% | 1% | -26% | 2% | -19%
44 | CC(C)C(c1nnnn1Cc1ccc(F)cc1)N1CCN(C(=O)c2ccco2)CC1 (stereo unspecified) | 2%[38.3 µM] | -3% | 1.2% | -1% | 1%[9.22 µM] | ? | 0%
45 | Cc1cccc(N2CCN(C(=O)COc3cc(=O)n(C)c4ccccc34)CC2)c1C | -24%[38.3 µM] | 0% | -0.9% | -3% | 15% | -14%[46.1 µM] | -6%
46 | Cc1cc(C)n(-c2nc(NCCN(C)C)c3c4c(sc3n2)COC(C)(C)C4)n1 | / | -3% | 7.4% | / | 7%[9.22 µM] | -13% | 5%
47 | CC1(C)C(C=C(Cl)Cl)C1C(=O)Nc1ccc([N+](=O)[O-])cc1 (stereo unspecified) | 22% | -4% | 11% | 2% | ? | ? | -26%
48 | CC(C)CC(NC(=O)c1ccc(C#CC(C)(C)O)s1)C(=O)O (stereo unspecified) | -1% | 0% | -4.2% | -4% | 11%[9.22 µM] | -13% | 0%
49 | CN=c1scc(C)n1/N=C/c1cc(Br)c(O)c(Br)c1 | 3% | -22% | -3.4% | 6% | -29% | -14% | -5%
50 | COc1ccc2c(c1)CC(=O)NC=C2 | 4% | -6% | -2.9% | 5% | 12% | -5% | 8%
51 | CCCOC(=O)c1cccc(Nc2nc(-c3cccnc3)nc3ccccc23)c1 | 14% | 7% | -3.2% | 0% | ? | ? | 4%
52 | COc1ccc(CCNC(=O)Cn2c(=O)n(-c3cc(F)ccc3F)c(=O)c3sccc32)cc1OC | -6% | 6% | 0.0% | 1% | 10% | 2% | -5%

Only part of the results is shown. The share of hits here may be higher or lower than overall.
